MRP reversal: reversal of MRP1-mediated doxorubicin resistance, primary screen, H69AR cells, doxorubicin co-treatment; H69AR cells + 2 uM doxorubicin, CellTiter-Glo, 72 h; differential viability (reversal), % at 10 µM; actives 0.04% (n = 85,000);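 active = viability drop by adding the cancer drug above about 55%, with treated viability meeting a 40% cutoff, limit read from the data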;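 note: viability without doxorubicin minus viability with 2 µM doxorubicin for each compound; larger differential means the compound sensitizes cells more to doxorubicin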
MRP reversal cytotoxicity: also measured in MRP reversal; calls as there; viability, %; H69AR cells, CellTiter-Glo, 72 h; measured here: cytotoxicity without doxorubicin
MRP reversal with doxorubicin: recorded beside MRP reversal, whose call it bears; viability, %; measured here: viability with 2 uM doxorubicin; active compounds read low
Active calls of the source: *; & = joins results of further samples.

The first 17 records (preview)
SMILES	MRP reversal	MRP reversal cytotoxicity	MRP reversal with doxorubicin
CN(C)CCC(c1ccc(Br)cc1)c1ccccn1 (configuration not stated)	1	82	81
CCN1CCN(c2cc3c(cc2F)c(=O)c(C(=O)O)cn3C2CC2)CC1	5	91	86
Cc1cccc(Cn2c(N3CCCCC3C)nc3c2c(=O)[nH]c(=O)n3C)c1 (configuration not stated)	-4	71	75
Cc1ccc(-n2ncc(C(=O)N3CCc4ccccc4C3)c2NC(=O)c2ccco2)cc1C	-48	26	73
CCN1C(=O)c2ccccc2Sc2ccc(C(=O)NCCN3CCOCC3)cc21	10	91	81
COc1ccc2cc(C(=O)Nc3c(C)n(C)n(-c4ccccc4)c3=O)sc(=O)c2c1OC	10	95	84
Cc1ccc(S(=O)(=O)/N=C(\CCl)N2CCOCC2)cc1	0	1	1
CSc1nnc(CNC(=O)c2ccccc2)n1-c1cccc(C)c1	21	100	80
COc1ccc(Cn2nnc3c(=O)[nH]c(C4CCCN(C(=O)c5ccccc5)C4)nc32)cc1 (configuration not stated)	-18	79	97
CCCC(=O)Nc1ncnc2c1ncn2[C@@H]1O[C@@H]2COP(=O)(O)O[C@H]2[C@H]1OC(=O)CCC	11	100	89
CCOc1ccc(NC2c3ccccc3C(=O)N2c2ccc(Cl)cn2)cc1 (configuration not stated)	18	96	78
Cc1cc(C)n(CCc2nc3c4ccccc4nc(SCc4ccc(C#N)cc4)n3n2)n1	5	86	81
CCOc1ccc(S(=O)(=O)N2CCN(c3ccccc3F)CC2)c2cccnc12	-1	81	82
CCS(=O)(=O)N1CCN(C(C)CCc2ccccc2)CC1 (configuration not stated)	-14	84	97
Cc1onc(-c2ccccc2)c1-c1n[nH]c(=S)n1-c1ccccc1	1	81	80
COc1ccc(/C=C(/C#N)c2cccnc2)cc1OC	-2	76	77
Cc1c(Cc2ccccc2)c(=O)oc2c(CN(C)C)c(O)c(Cl)cc12	-6	93	98

Results, previewed entries included:
SMILES	MRP reversal	MRP reversal cytotoxicity	MRP reversal with doxorubicin
CN(C)CCC(c1ccc(Br)cc1)c1ccccn1 (configuration not stated)	1	82	81
CCN1CCN(c2cc3c(cc2F)c(=O)c(C(=O)O)cn3C2CC2)CC1	5	91	86
Cc1cccc(Cn2c(N3CCCCC3C)nc3c2c(=O)[nH]c(=O)n3C)c1 (configuration not stated)	-4	71	75
Cc1ccc(-n2ncc(C(=O)N3CCc4ccccc4C3)c2NC(=O)c2ccco2)cc1C	-48	26	73
CCN1C(=O)c2ccccc2Sc2ccc(C(=O)NCCN3CCOCC3)cc21	10	91	81
COc1ccc2cc(C(=O)Nc3c(C)n(C)n(-c4ccccc4)c3=O)sc(=O)c2c1OC	10	95	84
Cc1ccc(S(=O)(=O)/N=C(\CCl)N2CCOCC2)cc1	0	1	1
CSc1nnc(CNC(=O)c2ccccc2)n1-c1cccc(C)c1	21	100	80
COc1ccc(Cn2nnc3c(=O)[nH]c(C4CCCN(C(=O)c5ccccc5)C4)nc32)cc1 (configuration not stated)	-18	79	97
CCCC(=O)Nc1ncnc2c1ncn2[C@@H]1O[C@@H]2COP(=O)(O)O[C@H]2[C@H]1OC(=O)CCC	11	100	89
CCOc1ccc(NC2c3ccccc3C(=O)N2c2ccc(Cl)cn2)cc1 (configuration not stated)	18	96	78
Cc1cc(C)n(CCc2nc3c4ccccc4nc(SCc4ccc(C#N)cc4)n3n2)n1	5	86	81
CCOc1ccc(S(=O)(=O)N2CCN(c3ccccc3F)CC2)c2cccnc12	-1	81	82
CCS(=O)(=O)N1CCN(C(C)CCc2ccccc2)CC1 (configuration not stated)	-14	84	97
Cc1onc(-c2ccccc2)c1-c1n[nH]c(=S)n1-c1ccccc1	1	81	80
COc1ccc(/C=C(/C#N)c2cccnc2)cc1OC	-2	76	77
Cc1c(Cc2ccccc2)c(=O)oc2c(CN(C)C)c(O)c(Cl)cc12	-6	93	98
O=C1CN(C(=O)COc2ccccc2)CCN1	0	91	92
Cc1ccc(NC(=O)CNS(=O)(=O)c2cccs2)cc1F	28	99	70
CC(NC(=O)CN1CCN(Cc2ccc(Cl)cc2)C1=O)c1ccc2c(c1)OCCO2 (configuration not stated)	3	103	100
CCCC(OC(=O)CN1C(=O)COc2ccccc21)C(=O)NC1CCCC1 (configuration not stated)	4	87	83
Cc1cccc(N2CCN(c3nc4ccc(Cl)cc4n4cnnc34)CC2)c1C	-1	2	3
COc1cccc(C(=O)Nc2nnc(-c3ccc(F)cc3)o2)c1	-22	37	59
CN1CCN(C(=O)c2ccccc2N(Cc2ccccc2)S(=O)(=O)c2ccccc2)CC1	25	88	62
CCc1ccc(NC(=O)CSc2nnc(Cn3c(=O)sc4ccccc43)n2C)cc1	4	77	72
COc1ccccc1Cn1c2nc3ccccc3nc2c2c(=O)n(CC(C)C)cnc21	-1	78	80
Cc1ccc(NC(=O)CSc2nnc(Cn3c(=O)sc4ccccc43)n2C)cc1Cl	-19	29	48
CCN1CCN(c2ccc(-n3c(C)nc4c(cnn4-c4ccccc4Cl)c3=O)cc2)CC1	5	87	82
CC1=CC(C)(C)N2C(=O)C3(C(C#N)=C(N)Oc4cc(C)oc(=O)c43)c3cc(C)cc1c32 (configuration not stated)	-17	64	81
CC(=O)OC[C@H]1O[C@@H](n2ncc(=O)[nH]c2=O)[C@H](OC(C)=O)[C@@H]1OC(C)=O	-13	91	103

An excerpt of these results, in markdown.
| Structure | MRP reversal | MRP reversal cytotoxicity | MRP reversal with doxorubicin |
| --- | --- | --- | --- |
| CC1=CC(C)(C)N2C(=O)C3(C(C#N)=C(N)Oc4cc(C)oc(=O)c43)c3cc(C)cc1c32 (configuration not stated) | -17 | 64 | 81 |
| CC(=O)OC[C@H]1O[C@@H](n2ncc(=O)[nH]c2=O)[C@H](OC(C)=O)[C@@H]1OC(C)=O | -13 | 91 | 103 |

More compounds.
SMILES	MRP reversal	MRP reversal cytotoxicity	MRP reversal with doxorubicin
Cc1cc(C)cc(-n2cc3c(=O)n(C)c(=O)n(C)c3c2)c1	1	77	76
O=C(O)CN(CC(=O)O)CC(=O)O	-5	99	104
COc1cccc(N2CCN(Cc3coc4c(Cl)cc(Cl)cc4c3=O)CC2)c1	-2	93	95
Nc1ccc(C(=O)O)c(O)c1	-12&-9	87&81	99&90
C=CCN(C)CCCNC(=O)/C=N/O	5	91	86
Clc1ccc2nc(CSc3nnc(-c4c[nH]c5ccccc45)o3)cn2c1	16	82	66
COC(CNC(=O)c1ccc2c(c1)nc(C)n2-c1ccc(F)c(F)c1)OC	7	90	83
CC(=O)OCC(=O)[C@@]1(O)CC[C@H]2[C@@H]3CCC4=CC(=O)C=C[C@]4(C)[C@@]3(Cl)[C@@H](Cl)C[C@@]21C	-1	91	92
CCOc1ccccc1C(=O)Nc1nnc(CC)s1	-12	77	89
Cc1ccc2c(c1)cc(CN(Cc1ccccc1)C(=O)N(C)C)c1nnnn12	-12	91	103
CCN(CC)CCNC(=O)c1c(O)c2cc(OC)c(OC)cc2[nH]c1=O	-9	87	96
O=C(CN1CC(c2ccccc2)CC1=O)Nc1ccc2c(c1)OCO2 (configuration not stated)	-11	95	106
Cc1ccc2nc(NC(=O)C3CCN(S(=O)(=O)c4cccc5nsnc45)CC3)sc2c1	-29	60	89
CCCn1c(C)cc(C(=O)CN2C(=O)c3ccccc3C2=O)c1C	1	93	92
Cc1ccc(C)c(NC(=O)CSc2nc(C)cc(C)c2C#N)c1	5	95	90
CC(=O)OCC(=O)[C@@]1(OC(C)=O)[C@@H](C)C[C@H]2[C@@H]3C[C@H](F)C4=CC(=O)C=C[C@]4(C)[C@@]3(F)[C@@H](O)C[C@@]21C	4	81	77
COc1ccc(C(CC(=O)O)NC(=O)Cc2ccccc2)cc1OC (configuration not stated)	14	108	94
COCCNC(=O)Cn1c(=O)n(CCC(=O)NCCc2ccccc2)c(=O)c2ccccc21	2	92	89
Fc1ccccc1-c1nc(NCCCN2CCOCC2)c2ccccc2n1	-18	50	68
Cn1c(Cn2c(=O)sc3ccccc32)nnc1SCC(=O)Nc1ccc(F)cc1	-16	83	99
CCOC(=O)C1=NNC(C(=O)c2ccccc2)C1c1ccc(OC)cc1 (configuration not stated)	-7	49	56
COc1ccccc1-c1nnc(SC/C(O)=C(\C#N)c2nc3ccccc3[nH]2)n1C1CCCCC1	-1	69	70
CN1CCN(CCCN2c3ccccc3Sc3ccc(C(F)(F)F)cc32)CC1	-1	1	1
c1ccc2c(c1)CCCC2C1=NCCN1 (configuration not stated)	-1	100	100
CCc1ccc2nc(NC3=NCN(CCOC)CN3)nc(C)c2c1	-3	82	85
COc1ccc(NS(=O)(=O)c2cccc3nonc23)c(OC)c1	-8	76	84
CCOc1ccc(-c2nnc3ccc(SCC(=O)N4CCN(c5ccccc5)CC4)nn23)cc1	-8	86	94
Cc1ccc(C2/C(=C(\O)c3c(C)nc4ccccn34)C(=O)C(=O)N2CCCN(C)C)o1 (configuration not stated)	-15	61	75
CCOc1ccc(-n2nc(C(=O)N3CCN(CC)CC3)c3ccccc3c2=O)cc1	18	98	80
Cc1nc2sc(C(c3cccs3)N3CCN(Cc4ccccc4)CC3)c(O)n2n1 (configuration not stated)	13	96	84
O=C(CCCN1C(=O)c2ccccc2C1=O)N1CCCCC1	5	90	84
COc1ccc(CC(=O)Nc2ccc(-c3noc(-c4ccc(Cl)cc4)n3)cc2)cc1	-6	5	11
Cn1c(=O)[nH]c(=O)c2[nH]c(CN3CCN(Cc4ccccc4)CC3)nc21	4	96	92
CCCn1cnc2c(cnn2-c2ccc(F)cc2)c1=O	4	93	89
COc1ccc(Br)cc1S(=O)(=O)N1CC(C)OC(C)C1 (configuration not stated)	27	98	71
O=C(CSc1nnc2scc(-c3ccccc3)n12)NCc1ccco1	-3	96	99
CCOc1ccc(N(CC(=O)Nc2ccc(C)c(C)c2)S(=O)(=O)c2c(C)noc2C)cc1	-12	48	59
CCOc1ccc2nc(Nc3nc4c(c(=O)[nH]3)CCC4)nc(C)c2c1	2	92	90
Cn1c(=O)c2c(nc(CN3CCCCC3)n2Cc2c(F)cccc2Cl)n(C)c1=O	-3	62	66
COc1ccc(S(=O)(=O)CCC(=O)N(C)c2ccc(OC)cc2OC)cc1	17	94	77
CC(C)c1cc(C(=O)NC2CCCCC2)no1	-9	89	98
O=C(C1CCN(S(=O)(=O)c2cccc3cccnc23)CC1)N1CCN(C2CCCC2)CC1	7	88	81
Clc1ccccc1CN1CCc2sccc2C1	-1	94	95
Cc1cccc(-n2c(Cc3cc(=O)[nH]c(=O)[nH]3)nnc2SC(C)C)c1	8	101	93
Cc1cc(NC(=O)Cc2ccccc2)no1	7	101	94
NCCCS(=O)(=O)O	6	97	91
CCOc1ccc(-n2c(C)nc3cc(C(=O)NCCN4CCOCC4)ccc32)cc1	0	82	82
Cc1noc(C(=O)NCc2cccnc2)c1Cl	2	95	93
CCOC(=O)N1CCN(C(=O)CSc2nnc(Cn3c(=O)sc4ccccc43)n2C)CC1	10	96	86
CCOc1cc2[nH]c(=O)n(CC3CCC(C(=O)NC4CCCCC4)CC3)c(=O)c2cc1OCC (configuration not stated)	5	90	86

(listing goes on)
SMILES	MRP reversal	MRP reversal cytotoxicity	MRP reversal with doxorubicin
Nc1nc2ccc(OC(F)(F)F)cc2s1	-13	76	89
O=C(Nc1nc(-c2nc3ccccc3s2)cs1)c1ccco1	-3	83	87
CN(C)CCCN1c2ccccc2Sc2ccc(C(F)(F)F)cc21	-4	1	5
CCCCN(C)C(=O)c1c[nH]c2ccc(S(=O)(=O)N3CCOCC3)cc2c1=O	8	102	93
COc1ccc(OC)c(C2/C(=C(/O)c3ccccc3)C(=O)C(=O)N2Cc2ccco2)c1 (configuration not stated)	12	106	94
COc1ccc(C2c3c(oc4ccccc4c3=O)C(=O)N2c2ccccn2)cc1OC (configuration not stated)	-1	26	27
COC(=O)c1ccc(CSc2ccc3nnc(-c4ccc(OC)c(OC)c4)n3n2)o1	-3	66	70
Cc1nc(SCC(=O)N2CCN(c3ccccc3)CC2)c2c(=O)n(C)c(=O)n(C)c2n1	12	98	86
CCCS(=O)(=O)n1nc(-c2ccc(OC)cc2OC)cc1N	-13	97	110
O=C(NCCC1=CCCCC1)C1CCC(CNS(=O)(=O)c2ccccc2)CC1 (configuration not stated)	-8	71	79
Cc1cc(N2CCN(C3CCCC3)CC2)n2c(nc3ccccc32)c1C#N	21	64	42
O=C(CCCCn1c(=O)[nH]c2ccccc2c1=O)N1CCN(c2ncccn2)CC1	-1	85	86
Cc1ncc([N+](=O)[O-])n1CC(O)CCl (configuration not stated)	-5	101	106
COc1ccc(OC)c(C2=Nn3c(nnc3-c3ccncc3)SC2)c1	-5	81	86
Fc1ccc(C(c2ccc(F)cc2)N2CCN(C/C=C/c3ccccc3)CC2)cc1	-3	73	77
Cc1ccc2oc(=O)c3cc(C(=O)N4CCN(c5ncccn5)CC4)sc3c2c1	-1	60	62
O=c1ccn([C@@H]2O[C@H](CO)[C@@H](O)[C@H]2O)c(=O)[nH]1	-6	88	95
Cn1c(=O)n(CCc2ccccc2)c(=O)c2c1nc1n2CCN1c1ccccc1	-7	72	79
Cc1ccc(Cn2nnc3c(=O)[nH]c(C4CCN(S(=O)(=O)c5ccc(F)cc5)CC4)nc32)cc1	39	76	37
COC(=O)c1ccc(NC(=O)c2cnc3scc(C)n3c2=O)cc1	8	101	93
COc1ccccc1-n1cc(C(=O)NCC(=O)N2CCN(c3ccccn3)CC2)c2ccccc2c1=O	18	106	88
CN(C)c1ccc(O)c2c1CC1CC3[C@@H](N(C)C)C(=O)C(C(N)=O)=C(O)[C@]3(O)C(=O)C1=C2O (some centres not stated)	-5	35	40
O=C(CCCn1ncn2c(cc3occc32)c1=O)N1CCc2ccccc2C1	11	94	83
Cc1ccc2nc3c(cc(C(=O)NCc4ccccc4)c(=N)n3CCCn3ccnc3)c(=O)n2c1	-2	66	68
O=C(NCCCN1CCN(c2ccccc2F)CC1)C1CCC(=O)N1C1CCCC1 (configuration not stated)	12	95	83

High-throughput results deposited in PubChem by SRMLSC.

This is a subset; rates above refer to the full screens.
